# mIAP activ: increases mouse intestinal alkaline phosphatase activity; 0.24% of 330,000 active; activation factor at 10 µM; muIAP, CDP-Star luminescence, 30 min; stronger effect = higher value; 1 = vehicle-only enzyme signal, 0 = enzyme-free wells;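 active = activation factor of at least 2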; note: the source names both 10 and 20 µM as test concentration; values of inactives mirror those of a sister screen read the other way
#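 Assay system: mouse IAP enzyme; Reagent: CDP-Star chemiluminescent phosphatase substrate; Compound: DMSO-dissolved test compounds; Incubation: 30 min, room temperature; Technique: luminescence from enzymatic CDP-Star hydrolysis; Controls: DMSO-only wells and no-enzyme negative control.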
# SENP1 inh: inhibitors of human SENP1 SUMO protease catalytic domain | recombinant SENP1 catalytic domain, CyPet-SUMO1-YPet FRET cleavage | inhibition, % at 10 µM | 0.21% of 360,000 active | Q9P0U3;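 active = inhibition at least 30% at 10 µM, raw YFP signal under a set limit, fluorescence ratio 0.5 to 1.5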;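 note: 0% = enzyme with DMSO and 100% = no enzyme wells; some results filed as inactive read as strong as hits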
# Target sequence (Q9P0U3 419-644 limits assumed): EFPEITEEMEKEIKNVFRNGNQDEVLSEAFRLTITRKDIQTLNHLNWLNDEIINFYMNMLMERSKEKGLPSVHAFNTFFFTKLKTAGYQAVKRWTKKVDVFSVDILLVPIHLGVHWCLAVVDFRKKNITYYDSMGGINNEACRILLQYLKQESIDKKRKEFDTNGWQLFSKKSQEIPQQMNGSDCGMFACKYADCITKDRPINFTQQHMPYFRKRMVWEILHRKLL
#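 System: Recombinant human SENP1 catalytic domain, His6-tagged | Incubation: Enzyme reaction for 50 min at room temperature, dark | Medium: Tris pH 8 with BME, BSA, NP40 and catalase | Also added: 25 nM SUMO1 FRET substrate | Compound: 10 µM single point, 0.5% DMSO | Measured by: FRET fluorescence in CFP and YFP emission channels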
# hIAP activ: increases human intestinal alkaline phosphatase activity; P09923; purified human IAP, CDP-Star luminescence, 30 min; stronger effect = higher value; 1 = vehicle-only enzyme, 0 = enzyme-free background; activation factor at 10 µM; 0.16% of 330,000 active;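 active = activation factor of the enzyme at least 2-fold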; note: the source names both 10 and 20 µM as test concentration; values of inactives mirror those of a sister screen read the other way
# Target sequence (P09923 whole entry, looked up): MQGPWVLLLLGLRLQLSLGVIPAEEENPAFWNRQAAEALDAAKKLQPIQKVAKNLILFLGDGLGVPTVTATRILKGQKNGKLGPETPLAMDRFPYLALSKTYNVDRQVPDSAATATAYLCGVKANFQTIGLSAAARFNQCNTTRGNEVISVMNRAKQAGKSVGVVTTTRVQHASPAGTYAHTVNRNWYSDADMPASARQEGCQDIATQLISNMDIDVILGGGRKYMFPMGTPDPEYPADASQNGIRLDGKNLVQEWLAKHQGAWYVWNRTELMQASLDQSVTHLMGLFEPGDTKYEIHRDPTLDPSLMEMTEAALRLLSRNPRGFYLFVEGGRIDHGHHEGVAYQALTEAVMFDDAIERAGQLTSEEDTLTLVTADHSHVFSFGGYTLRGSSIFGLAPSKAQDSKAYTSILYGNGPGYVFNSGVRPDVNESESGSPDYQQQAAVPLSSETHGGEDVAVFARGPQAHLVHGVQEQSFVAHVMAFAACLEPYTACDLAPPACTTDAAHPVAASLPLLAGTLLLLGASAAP
# APOBEC3A inh: inhibitors of human APOBEC3A DNA deaminase | P31941 | recombinant A3A, FAM/TAMRA ssDNA deamination fluorescence | inhibition, % at 20 µM | 0.41% of 330,000 active;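 active = at least 40% inhibition at 20 µM here, with at most 30% in a related deaminase screen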;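 note: plate controls were A3A with DMSO for no effect and wells lacking A3A enzyme for full effect; some results filed as inactive read as strong as hits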
# Target sequence (P31941 whole entry, looked up): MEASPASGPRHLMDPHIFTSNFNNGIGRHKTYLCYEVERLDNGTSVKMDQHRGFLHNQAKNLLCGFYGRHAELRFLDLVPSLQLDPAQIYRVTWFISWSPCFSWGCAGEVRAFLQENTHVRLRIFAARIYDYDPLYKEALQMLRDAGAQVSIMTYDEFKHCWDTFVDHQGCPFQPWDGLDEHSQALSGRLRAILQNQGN
# MIN6 prolif: induces beta-cell replication in MIN6 cells; MIN6 cells proliferation, ATPlite luminescence, 48 h; cells starved in 0.2% serum; 100% = growth in 10% serum; proliferation, % at 10 µM; 0.29% of 330,000 active; AID 2380;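 active = compounds whose signal lies at least 3.5 SD above the mean of all wells on their plate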;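 note: 0% = DMSO-treated cells in low-serum medium and 100% = 10% serum control; some compounds called inactive have numbers as strong as hits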
# APOBEC3G inh: blocks human APOBEC3G single-stranded DNA deamination; Q9HC16; recombinant A3G, ssDNA deamination FAM/TAMRA fluorescence; inhibition, % at 20 µM; 0.28% of 330,000 active; AID 493012;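 active = inhibition of at least 40% at 20 µM, with no more than 30% in the related APOBEC3A deaminase screen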;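 note: plate controls were DMSO wells with A3G for no effect and wells lacking A3G enzyme for full effect; some compounds called inactive have numbers as strong as hits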
# hIAP inh: human IAP inhibition | AID 2544 | purified IAP, CDP-Star luminescence, 30 min | P09923 | inhibition, % at 10 µM | 0.12% of 330,000 active;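 active = inhibition reaching a set limit with compound at 10 µM in the primary screen, cut at about 35% in these data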;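 note: plate controls were DMSO wells with enzyme for no effect and no-enzyme buffer wells for full effect; values of inactives mirror those of a sister screen read the other way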
# NLRP3 yeast inh: NALP3 inhibition in yeast; inhibition, % at 10 µM; AID 2825; 0.39% of 330,000 active; Yeast reconstituted NLRP3/ASC/caspase-1, beta-gal luminescence, 24 h;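 active = inhibition of 50% or more; inactive = inhibition below 50%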;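 note: plate controls were induced DMSO wells for no effect and uninduced yeast grown without galactose for full effect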
# mIAP inh: blocks mouse intestinal alkaline phosphatase; purified mouse IAP, CDP-Star luminescence, 30 min; inhibition, % at 10 µM; 0.2% of 330,000 active;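 active = inhibition of at least 40% at 10 µM in the primary screen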;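 note: plate controls were DMSO with enzyme for no effect and no enzyme wells for full effect; values of inactives mirror those of a sister screen read the other way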
# Numbers without * were called inactive; x = no result given. Only part of the results is shown; the hit share may differ from the screen's.
1) CCS(=O)(=O)n1c(Cc2cccs2)nc2ccccc21
2) CCCSc1nnc(NC(=O)c2sc3nc(-c4cccs4)ccc3c2N)s1
3) COc1ccc(CCN(C)C2CCCN(S(C)(=O)=O)C2)cc1OC (stereo not given)
4) CNC[C@H]1Oc2c(NS(=O)(=O)c3ccc(OC)cc3)cccc2C(=O)N([C@H](C)CO)C[C@@H]1C
5) CCNc1nc(NC(C)(C)C)nc(N(CC)n2cnnc2)n1
6) CCOc1ccc(CCNC(=O)c2cccnc2N2CCCC2)cc1OCC
Assay by compound,1,2,3,4,5,6
mIAP activ,1.5,0.93,0.97,0.93,1,0.7
SENP1 inh,-1,-18,2,1,4,-3
hIAP activ,0.85,0.9,1.2,0.96,0.89,1.1
APOBEC3A inh,3,-4,-3,-3,2,-1
MIN6 prolif,-5,-4,1,-1,-1,-1
APOBEC3G inh,2,-6,-5,-5,-5,-2
hIAP inh,14,10,-21,4,11,-6
NLRP3 yeast inh,24,22,16,19,-6,5
mIAP inh,-52,7,3,7,0,30

# 4 of these compounds in another layout.
# Values run as follows: mIAP activ	SENP1 inh	hIAP activ	APOBEC3A inh	MIN6 prolif	APOBEC3G inh	hIAP inh	NLRP3 yeast inh	mIAP inh
(5) CCNc1nc(NC(C)(C)C)nc(N(CC)n2cnnc2)n1
 : 1	4	0.89	2	-1	-5	11	-6	0
(3) COc1ccc(CCN(C)C2CCCN(S(C)(=O)=O)C2)cc1OC (stereo not given)
 : 0.97	2	1.2	-3	1	-5	-21	16	3
(6) CCOc1ccc(CCNC(=O)c2cccnc2N2CCCC2)cc1OCC
 : 0.7	-3	1.1	-1	-1	-2	-6	5	30
(4) CNC[C@H]1Oc2c(NS(=O)(=O)c3ccc(OC)cc3)cccc2C(=O)N([C@H](C)CO)C[C@@H]1C
 : 0.93	1	0.96	-3	-1	-5	4	19	7

# (cont.)
7) Cc1cc(C)c2[nH]c(=O)c(CN(Cc3cccs3)C(=S)NCC3CCCO3)cc2c1 (stereo not given)
8) Cc1ncc([N+](=O)[O-])n1S(=O)(=O)c1cc(Cl)ccc1Cl
9) Cc1cc(S(=O)(=O)NC(C)C)ccc1OCC(=O)Nc1ccc2c(c1)OCCO2
10) Cc1ccc(NC(=O)C(c2ccccc2)N2CCN(CC(=O)N3CCOCC3)CC2)cc1 (stereo not given)
11) O=C(Nc1ccc(Br)cc1)c1cc(-c2cccs2)on1
12) COc1cccc(NC(=O)c2cccc(C(=O)Nc3cccc(OC)c3)c2)c1
Assay by compound,7,8,9,10,11,12
mIAP activ,0.89,0.99,1,1.1,0.99,1
SENP1 inh,0,-1,2,1,1,2
hIAP activ,1,0.84,1.1,0.91,0.95,0.76
APOBEC3A inh,-6,-6,-5,0,4,-1
MIN6 prolif,0,-3,-4,-4,-2,-1
APOBEC3G inh,-10,-6,-9,-6,3,-2
hIAP inh,-2,16,-6,9,5,24
NLRP3 yeast inh,5,-1,16,7,3,18
mIAP inh,12,1,-2,-6,1,0

13) O=S(=O)(Nc1ccc(N2CCCCC2)cc1)c1ccccc1
14) O=C(CSc1nnc(-c2cccnc2)n1Cc1ccco1)N1CCc2ccccc21
15) Cn1c2ccccc2n2c(=O)c(=O)n(CC(=O)N3CCCc4ccccc43)nc12
16) O=C(COC(=O)c1c[nH]c(=O)[nH]c1=O)NCc1ccccc1
17) Cc1[nH]c2ccccc2c1C(=O)CSc1ccccn1
18) O=C(COC(=O)Cc1ccccc1F)Nc1cccc(S(=O)(=O)NC2=NCCCCC2)c1
Assay by compound,13,14,15,16,17,18
mIAP activ,0.94,0.9,0.86,0.93,0.96,1
SENP1 inh,0,-1,x,1,2,3
hIAP activ,1,0.9,1.3,0.89,1,0.91
APOBEC3A inh,-3,-4,-3,-16,6,2
MIN6 prolif,0,4,1,3,-2,-2
APOBEC3G inh,-4,-5,-7,-6,4,-2
hIAP inh,0,10,-30,11,-2,9
NLRP3 yeast inh,8,-6,-3,13,20,9
mIAP inh,6,10,14,7,4,-4

19) COc1ccc(S(=O)(=O)Nc2ccc3c(c2)C(=O)N([C@H](C)CO)C[C@H](C)[C@@H](CN(C)C(=O)Nc2ccc4c(c2)OCO4)O3)cc1
20) CCN(CC)C(=O)C1CCCN(c2ncnc3c2cnn3-c2ccc(Cl)cc2)C1 (stereo not given)
21) c1cncc(-c2nn3c(Cn4cnc5ccccc54)nnc3s2)c1
22) Cc1sc2ncnc(SCC(=O)NCC3CCCO3)c2c1C (stereo not given)
23) O=C(Nc1ccc2c(c1)nc1n2CCSC1)c1ccco1
24) O=C(CCC(=O)N1CCCCCC1)NCc1ccc(F)cc1
Assay by compound,19,20,21,22,23,24
mIAP activ,0.91,0.95,0.9,0.89,0.9,1
SENP1 inh,-2,-31,2,-3,-88,1
hIAP activ,0.9,0.97,1.1,0.99,0.93,0.89
APOBEC3A inh,1,-1,-1,-6,3,-2
MIN6 prolif,-4,1,-3,5,-4,4
APOBEC3G inh,-3,6,53*,-3,10,-3
hIAP inh,10,3,-14,1,7,11
NLRP3 yeast inh,24,33,-7,18,4,16
mIAP inh,9,5,10,11,10,-1

25) CCC1CCCCN1C(=O)CSc1nnc(-c2cccs2)o1 (stereo not given)
26) Cc1cccc(OCCCC(=O)NCc2ccco2)c1
27) COc1nc(Nc2ccc(O)cc2)nc(OC(C(F)(F)F)C(F)(F)F)n1
28) O=C(NCCc1ccc(Cl)cc1)C1CCN(S(=O)(=O)c2cccs2)CC1
29) NNC(=O)CNS(=O)(=O)c1ccc([N+](=O)[O-])cc1
30) CC(C)NS(=O)(=O)c1ccc2c3c(cccc13)CC2
Assay by compound,25,26,27,28,29,30
mIAP activ,1.1,1,0.9,1.1,0.98,0.99
SENP1 inh,2,4,2,1,0,-1
hIAP activ,0.98,1.1,1,1.1,1,0.93
APOBEC3A inh,-2,-3,-2,0,0,-3
MIN6 prolif,-2,-3,-3,-1,-3,5
APOBEC3G inh,-11,-3,-9,-5,1,-6
hIAP inh,2,-11,-4,-10,-5,7
NLRP3 yeast inh,19,8,-14,13,9,4
mIAP inh,-5,-5,10,-14,2,1

31) COc1cccc(NC(=O)CSc2nnnn2C2CCCC2)c1
32) COC(c1ccccc1)c1nnc(CCC(=O)NCc2cccc(-n3cccn3)c2)o1 (stereo not given)
33) Cc1cc(N2CCC(N(C)C3CCCC3)CC2)nc2cc(O)ccc12
34) C=C1N(c2cccc(Cl)c2)C(=O)OC1(C)C
35) COc1ccc2nc(C)cc(SCC(=O)OC(C)C)c2c1
36) CC1=NN(Cc2ccccc2)C(=O)C1C(c1ccncc1)C(C#N)C#N (stereo not given)
Assay by compound,31,32,33,34,35,36
mIAP activ,1,1.1,0.97,1.1,0.92,0.99
SENP1 inh,2,0,-86,2,0,2
hIAP activ,0.98,1.1,0.89,0.98,1,0.84
APOBEC3A inh,-5,1,-2,0,-2,0
MIN6 prolif,3,-2,-1,-3,-1,2
APOBEC3G inh,-11,-1,-1,-8,-5,0
hIAP inh,2,-6,11,2,-2,16
NLRP3 yeast inh,7,-14,12,8,11,-6
mIAP inh,0,-7,3,-10,8,1

37) Cc1cc(C)cc(-n2ncc3c2CCCC3NC(=O)c2csnn2)c1 (stereo not given)
38) Cc1cccc2c1cnn2C(=O)CCC(=O)N1CCC(C)CC1
39) CCNC(=O)N1CCCC(C(=O)c2ccc(-c3ccccc3)cc2)C1 (stereo not given)
40) O=C1CC(c2nc3ccccc3[nH]2)CN1c1cccc(C(F)(F)F)c1 (stereo not given)
41) CC(=O)Cn1cnc2sc(-c3ccccc3)cc2c1=O
42) O=C(NNC(=O)c1ccc(-n2cncn2)c([N+](=O)[O-])c1)c1cccc(Cl)c1
Assay by compound,37,38,39,40,41,42
mIAP activ,0.98,0.96,1.1,1.1,1,0.96
SENP1 inh,1,0,1,0,-3,0
hIAP activ,0.91,0.89,1.2,0.88,1.1,1.1
APOBEC3A inh,3,-2,6,-4,0,4
MIN6 prolif,-3,4,1,-1,-3,5
APOBEC3G inh,0,-3,1,-8,-1,-6
hIAP inh,10,11,-21,12,-7,-12
NLRP3 yeast inh,32,24,27,15,16,1
mIAP inh,2,4,-5,-15,0,4

43) Cc1cc2c3c([nH]c2cc1S(=O)(=O)NCc1ccc(CN2CCCCCC2)o1)CC(C)(C)CC3=O
44) Cc1ccc(S(=O)(=O)N(CC(=O)Nc2ccccc2)C(=O)N2CCN(C)CC2)cc1
45) Cc1nn(CC(=O)NCCCc2ccccc2)c(=O)c2cc3occc3n12
46) COc1ccc(NC(=O)c2ccc(S(=O)(=O)N3CCOCC3)o2)cc1
47) COc1ccc(NC(=O)CS(=O)c2cccc(Cl)c2)cc1 (stereo not given)
48) N/C(=N\OC(=O)Cc1ccc(Cl)cc1)c1cccnc1
Assay by compound,43,44,45,46,47,48
mIAP activ,1.1,1.1,1,1.1,0.9,1
SENP1 inh,-3,0,-2,2,2,2
hIAP activ,0.92,1.1,1.2,1.1,0.96,0.82
APOBEC3A inh,-4,-1,-2,0,-3,9
MIN6 prolif,1,-4,-3,-1,0,-1
APOBEC3G inh,-6,0,-4,0,-10,0
hIAP inh,8,-12,-24,-12,4,18
NLRP3 yeast inh,1,15,18,7,8,26
mIAP inh,-8,-6,-2,-12,10,-4

49) COC/C=C/C1=CC2=CC(=O)C(C)(OC(=O)c3cnc4ccccc4n3)C(=O)C2=CN1CCc1c[nH]c2ccccc12 (stereo not given)
50) O=C(c1ccoc1)N1CCCC(N2CCN(c3ccc(F)cc3)CC2)C1 (stereo not given)
51) O=C(NC(N1CCOCC1)C(Cl)(Cl)Cl)c1cc([N+](=O)[O-])cc([N+](=O)[O-])c1 (stereo not given)
52) CCOC(=O)N1CCC(N(CCN(C)C)C(=S)Nc2cc(C)ccc2C)CC1
53) C[C@@]12CCC3[C@@](CCC4[C@@]3(C)CCC[C@@]4(C)C(=O)O)(CC1=O)C2 (stereo not given in full)
54) CCC(C)Oc1cccc(C(=O)Nc2ccccc2N2CCOCC2)c1 (stereo not given)
Assay by compound,49,50,51,52,53,54
mIAP activ,0.92,0.95,0.93,0.98,1,1.1
SENP1 inh,x,0,0,-2,-2,2
hIAP activ,0.97,1.1,0.96,0.95,1.1,0.93
APOBEC3A inh,2,-1,-2,-3,-4,-3
MIN6 prolif,-3,-1,-2,-1,-1,-2
APOBEC3G inh,-1,-3,-5,-11,-10,-5
hIAP inh,3,-13,4,5,-6,7
NLRP3 yeast inh,9,11,20,2,23,16
mIAP inh,8,5,7,2,-5,-7

55) COc1ccccc1CNS(=O)(=O)c1ccc(Cl)s1
56) CCCN(C(=O)c1ccco1)c1nnc(-c2ccccc2C)s1
57) Cc1nc2ccccc2n1CC(=O)NN
58) O=C(O)C1CC=CCC1C(=O)N1CCN(c2nc(-c3ccccc3Cl)c3cc(Br)ccc3n2)CC1 (stereo not given)
Assay by compound,55,56,57,58
mIAP activ,1.1,0.93,1,0.92
SENP1 inh,-2,1,1,-31
hIAP activ,1,0.96,1,0.97
APOBEC3A inh,4,-2,-4,-4
MIN6 prolif,-2,-2,4,-6
APOBEC3G inh,-2,-8,-7,-9
hIAP inh,-5,4,-2,3
NLRP3 yeast inh,-13,-2,0,17
mIAP inh,-12,7,-3,8

# Source: PubChem (Sanford-Burnham Center for Chemical Genomics)
